From PubChem
STAT3 act: activators of IL-6 induced STAT3 signaling; AID 871; activation (% of control), % at 5.6 µM; U3A cells, IL-6 STAT3-luciferase reporter, luminescence; 100% = signal with IL-6 EC80 alone; actives 0.91% (n = 190,000);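 active = activation above the screen-wide mean of compound activation plus 3 SD, cut at about 130% in these data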;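 also: 0% = background luminescence of wells with medium and substrate only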
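Test system: Human STAT1-deficient U3A cells with stable STAT3-luciferase reporter | Also added: Interleukin-6, 33 ng/mL | Timing: Compound pre-incubation 1 h before IL-6, then 6 h stimulation at 37 °C | Technique: Luciferase reporter luminescence | Read-out: Percent of IL-6-only median luminescence | Benchmarks: IL-6-only wells as 100% reference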
NF-kB neuron act: compounds increasing NF-kB expression in human neuronal cells; NF-kB reporter expression; hits give high values; fold change at 12.5 µM; actives 1.6% (n = 190,000); in the data active = fold change above about 3.3
ROMK mod: modulates human ROMK potassium channel activity; Tet-inducible ROMK, thallium flux fluorescence; actives lie on both sides; actives 2% (n = 130,000); B-score at 10 µM; AID 1918;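 active = signal ratio slope over the read window, or its plate-corrected B-score, at least 3 SD from the plate mean, either direction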;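 also: B-score of the F/F0 ratio slope over 7 to 12 s after thallium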
Target sequence (P48048 whole entry, looked up): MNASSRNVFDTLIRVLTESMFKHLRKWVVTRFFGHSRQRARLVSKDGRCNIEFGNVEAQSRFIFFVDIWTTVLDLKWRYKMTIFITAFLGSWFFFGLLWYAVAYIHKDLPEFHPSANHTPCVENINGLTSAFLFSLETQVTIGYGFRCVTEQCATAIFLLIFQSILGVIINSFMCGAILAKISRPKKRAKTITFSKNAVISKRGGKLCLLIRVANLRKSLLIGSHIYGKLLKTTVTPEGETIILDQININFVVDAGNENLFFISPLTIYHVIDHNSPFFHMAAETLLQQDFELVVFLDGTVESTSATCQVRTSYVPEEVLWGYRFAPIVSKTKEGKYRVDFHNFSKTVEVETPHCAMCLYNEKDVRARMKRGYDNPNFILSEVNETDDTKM
APP 5'UTR act: activates APP 5'UTR luciferase reporter; SH-SY5Y APP 5'UTR luciferase reporter, luminescence; zero percent = DMSO vehicle wells; activation, % at 2 µM; actives 1% (n = 190,000); AID 1276;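 active = activation above a set limit, based on mean plus 3 SD of controls, cut at about 140% in these data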; also: values of inactives mirror those of a sister screen read the other way
FLuc inhib CS: counter-screen for luciferase assay inhibitors: firefly luciferase inhibition | actives 1.5% (n = 200,000) | P08659 | ATPLite firefly luciferase biochemical luminescence, 10 min | AID 1006 | inhibition, % at 10 µM;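 active = inhibition above about 50% when tested at 10 µM, limit read from the data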
Target sequence (P08659 whole entry, looked up): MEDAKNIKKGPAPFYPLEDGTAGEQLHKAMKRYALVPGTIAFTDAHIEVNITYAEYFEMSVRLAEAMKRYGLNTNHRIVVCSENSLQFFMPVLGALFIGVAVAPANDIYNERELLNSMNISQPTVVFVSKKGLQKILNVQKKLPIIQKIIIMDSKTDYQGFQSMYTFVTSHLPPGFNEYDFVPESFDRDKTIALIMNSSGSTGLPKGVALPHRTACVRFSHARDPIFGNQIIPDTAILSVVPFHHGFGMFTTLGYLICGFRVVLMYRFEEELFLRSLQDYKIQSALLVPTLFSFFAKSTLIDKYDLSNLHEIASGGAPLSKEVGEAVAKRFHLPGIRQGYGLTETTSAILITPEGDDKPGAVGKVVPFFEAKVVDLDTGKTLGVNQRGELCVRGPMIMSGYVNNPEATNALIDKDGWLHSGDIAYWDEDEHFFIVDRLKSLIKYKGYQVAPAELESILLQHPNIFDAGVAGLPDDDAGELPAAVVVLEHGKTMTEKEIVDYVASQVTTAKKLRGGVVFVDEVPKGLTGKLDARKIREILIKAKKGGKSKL
STAT1 inh: STAT1 signaling inhibition; NIH 3T3 STAT1-luciferase reporter, IFN-gamma, luminescence; inhibition, % at 5.5 µM; actives 0.35% (n = 200,000); AID 920;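 active = inhibition above a set limit, the mean inhibition across all tested compounds plus 3 SD, cut at about 34% in these data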;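 also: 0% = IFN-gamma with DMSO and 100% = IFN-gamma with 300 µM nifuroxazide; values of inactives mirror those of a sister screen read the other way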
STAT3 inh: inhibitors of IL-6 induced STAT3 signaling; U3A cells, IL-6 STAT3-luciferase reporter, luminescence; host cell line lacks STAT1; inhibition, % at 5.5 µM; actives 0.89% (n = 190,000); AID 862;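 active = inhibition above the mean inhibition across all screened compounds plus 3 SD, cut at about 44% in these data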;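 also: 0% = DMSO only wells and 100% = 100 µM nifuroxazide control wells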
STAT1 activator: activators of IFN-gamma induced STAT1 signaling | actives 2.6% (n = 200,000) | NIH 3T3 STAT1-luciferase reporter, luminescence; 100% = IFN-gamma alone, no compound | AID 932 | activation (% of control), % at 5.5 µM;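 active = activation above the screen-wide mean activation plus 3 SD, cut at about 130% in these data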;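 also: raw ratio to IFN-gamma control signal so 100% means no change and 0% no light; values of inactives mirror those of a sister screen read the other way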
APP transl inh: APP translation inhibition. SH-SY5Y APP 5'UTR-luciferase reporter, luminescence. inhibition, % at 2 µM. actives 0.82% (n = 190,000);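 active = inhibition above a set limit, derived from the sample mean plus 3 SD, cut at about 45% in these data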; also: values of inactives mirror those of a sister screen read the other way
FLuc stim CS: affects firefly luciferase, flagging false hits in luciferase stimulation screens; P08659; activation factor at 10 µM; AID 1027; 200,000 tested, under 10 active; ATPlite luciferase biochemical, luminescence, 10 min; 0 = ATP-free wells, 1 = DMSO control;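 active = luciferase activation factor, scaled between plate controls, of at least 2 with compound at 10 µM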
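Material: Luciferase/luciferin reagent mix; Doses: test compounds dosed from 2 mM stocks in 100% DMSO; Schedule: 10 min incubation after luciferase reagent addition, room temperature; Measured by: luminescence from luciferase reaction; Read-out: luminescence gain marking luciferase activators.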
* hit, by the source's call; · = not tested or not shown.

molecule	STAT3 act	NF-kB neuron act	ROMK mod	APP 5'UTR act	FLuc inhib CS	STAT1 inh	STAT3 inh	STAT1 activator	APP transl inh	FLuc stim CS
CC1(C)NC(=O)N(CCCCOc2ccc3ccccc3c2Cl)C1=O	123	1.4	-0.078	·	-2	-8	-27	107	·	1
Cn1c(SCc2ccccc2[N+](=O)[O-])nnc1-c1cccnc1	112	1.5	-0.94	25	-8	-16	-1	114	-25	1.1
COc1ccc(OCC(O)CNC(=O)Nc2ccc(Cl)cc2)cc1 (configuration not stated)	99	0.76	·	-11	2	2	0	98	11	1
CCc1nnc(NC(=O)CSc2nc(-c3ccccc3)cc(-c3ccc(OC)cc3)c2C#N)s1	101	1	·	-1	1	-3	-3	103	1	1
CN(C)S(=O)(=O)c1cc(NC(=O)[C@H](Cc2ccccc2)N2C(=O)c3ccccc3C2=O)ccc1Cl	107	1.1	-0.23	4	-6	-8	-7	107	-4	1.1
CCOC(=O)CCc1c(C)c(C#N)c2nc3ccccc3n2c1-n1cnc2ccccc21	109	1.1	-0.077	2	-4	1	-9	94	-2	1
Nc1nnc(CSc2ccc(Cl)cc2)s1	98	1.1	0.63	13	8	-5	10	105	-13	0.9
Cc1ccc2nc(NC(=O)c3cccs3)sc2c1	44	11*	1.6	163*	73*	-30	70*	129*	-163	0.3

Additional structures
molecule	STAT3 act	NF-kB neuron act	ROMK mod	APP 5'UTR act	FLuc inhib CS	STAT1 inh	STAT3 inh	STAT1 activator	APP transl inh	FLuc stim CS
CC(Oc1ccc(Cl)cc1)C(=O)NNC(=S)NC(=O)c1ccco1 (configuration not stated)	108	0.6	1.3	-2	-5	2	-12	98	2	1.1
CCOc1cc(/C=N/O)ccc1OCc1ccc(F)cc1	100	1.4	·	-17	-5	-5	3	104	17	1.1
O=C(/C=C/c1cccs1)N1CCCCC1	105	1.2	0.00087	44	7	-34	1	130*	-44	0.9
COC(=O)c1ccc(Nc2cc(C)nc3ncnn23)cc1	98	1.1	·	-4	-5	4	8	97	4	1.1
Cc1ccc(S(=O)(=O)c2nc(S(C)(=O)=O)sc2NCc2ccc3c(c2)OCO3)cc1	108	0.78	·	5	-5	12	-15	90	-5	1
COc1ccc(Nc2ncnc3ccccc23)c(OC)c1	91	1.2	-1	4	17	6	12	95	-4	0.8
CC(C)NC(=O)c1onc(CSc2ccc(F)c(F)c2)c1C(=O)O	102	1.2	·	-13	-5	1	-1	99	13	1
Cc1cc(C(=O)O)c2ccccc2n1	101	0.91	0.63	11	-5	-2	4	102	-11	1

Other structures.
molecule	STAT3 act	NF-kB neuron act	ROMK mod	APP 5'UTR act	FLuc inhib CS	STAT1 inh	STAT3 inh	STAT1 activator	APP transl inh	FLuc stim CS
Cc1cc(C)nc(SCc2nnc(SCC(=O)N3CCOCC3)o2)n1	93	1	·	-3	-2	5	13	96	3	1
CCOc1[nH]n(-c2ccccc2)c(=O)c1C=NCC(=O)OC	102	1.1	0.79	78	-4	-2	0	102	-78	1
C=CCSc1nc2c(c(=N)n1CC=C)C1CCCC1S2 (configuration not stated)	100	1.1	·	4	-4	1	5	99	-4	1
O=C(OCC(=O)c1ccccc1Br)c1ccncc1	106	1.1	0.079	11	21	0	1	98	-11	0.8
Cc1ccc(-c2nnn(CC(=O)N(CC3CCCO3)C(C(=O)NC3CCCC3)c3ccc(O)cc3)n2)o1 (configuration not stated)	103	1	0.25	6	-4	-7	-1	105	-6	1
CCc1cc2c(cc3c(=O)n(CC(=O)N4CCN(c5ccccn5)CC4)nc(CC)n32)s1	96	0.91	-0.27	-10	-2	1	10	99	10	1
O=C(O)c1ccc2c(c1)CCC2	106	1.1	·	7	-2	-11	-8	110	-7	1
CCOCCCNC(=S)N1CCCN(c2nc3cc(C)ccc3cc2C#N)CC1	98	0.67	-0.15	0	-2	15	8	85	0	1

Further records.
molecule	STAT3 act	NF-kB neuron act	ROMK mod	APP 5'UTR act	FLuc inhib CS	STAT1 inh	STAT3 inh	STAT1 activator	APP transl inh	FLuc stim CS
CC(C)c1ccc2oc(-c3ccc(N)cc3)nc2c1	36	3.4*	·	125	88*	28	78*	87	-125	0.1
CCOC(=O)CSc1nc2c(c(=O)[nH]c(=O)n2C)n1CCCc1ccccc1	108	0.73	·	0	-7	-3	-3	102	0	1.1
COc1ccccc1S(=O)Cc1ccc(C(=O)O)o1 (configuration not stated)	102	0.96	·	8	-2	-1	1	101	-8	1
Cc1cccc(NC(=O)NC(=O)c2ccccc2)n1	92	1.5	-0.1	47	11	-30	14	125	-47	0.9
Cc1ccc(S(=O)(=O)Nc2cccc(Oc3cnccn3)c2)cc1	102	0.95	1.8	23	-4	11	8	90	-23	1
O=c1cc(N2CCN(c3ccccc3)CC2)[nH]c(=O)n1-c1ccccc1Cl	97	0.9	·	-4	-4	-9	8	108	4	1
Cc1cc(NC(=O)Cn2cnc3c(nnn3-c3ccc(C)c(Cl)c3)c2=O)no1	103	0.97	0.22	6	-4	-4	6	104	-6	1
O=C(O)c1ccc(-c2ccc(Cl)cc2Cl)o1	112	1	0.088	3	-3	-6	-18	106	-3	1

Other records
molecule	STAT3 act	NF-kB neuron act	ROMK mod	APP 5'UTR act	FLuc inhib CS	STAT1 inh	STAT3 inh	STAT1 activator	APP transl inh	FLuc stim CS
COc1ccc(-c2nc(SCc3ccccc3)n(S(C)(=O)=O)n2)cc1	104	1.7	·	23	-8	-9	-2	108	-23	1.1
Cc1csc(NC(=O)CCc2c(C)nc3cc(-c4cccc(F)c4)nn3c2C)n1	93	1	0.01	12	-11	-15	8	113	-12	1.1
COCCCn1c(SCC(=O)Nc2cccc(C)n2)nnc1-c1ccco1	101	1.1	0.34	5	-10	1	3	99	-5	1.1
Cc1ccccc1OCc1nc(-c2ccc(NC(=O)c3ccc4c(c3)OCO4)cc2)no1	74	1.3	·	21	3	-7	36	106	-20	1
CC(=O)/C=C1/C(=O)Nc2ccccc21	119	1.1	-3.8*	-9	-8	12	-11	89	9	1.1
CC(/C=N\N1CCN(Cc2ccc(C)cc2)CC1)=C\c1ccccc1	108	0.92	-0.15	-6	2	-2	-5	102	6	1
CC(C)(C)c1ccc(C(=O)NCCN2CCCC2)cc1	100	1.2	0.5	-14	-5	-3	4	102	14	1.1
Clc1cccc(Cc2ccc(Cl)nn2)c1	95	1.1	0.13	-11	-4	0	8	100	11	1

More compounds
molecule	STAT3 act	NF-kB neuron act	ROMK mod	APP 5'UTR act	FLuc inhib CS	STAT1 inh	STAT3 inh	STAT1 activator	APP transl inh	FLuc stim CS
O=[N+]([O-])c1cc(/C=N/N2CCN(Cc3ccccc3)CC2)ccc1Cl	96	0.98	-0.56	-12	-2	-11	6	108	12	1
COc1ccc(CCNC(=O)c2cnc3n(c2=O)CCS3)cc1OC	112	0.98	·	8	-6	2	-9	99	-8	1.1
COc1ccc(-c2nc(-c3ccccc3)c(-c3cc([N+](=O)[O-])ccc3C)[nH]2)cc1OC	90	0.57	1	-9	0	-8	18	107	9	1
O=C(O)CS(=O)CC(=O)NCc1cccc(C(F)(F)F)c1 (configuration not stated)	102	1.2	1.4	13	-3	-4	5	103	-13	1
OCCC1CN(Cc2ccc(-c3ccco3)cc2)CCN1Cc1ccsc1 (configuration not stated)	101	0.94	-0.55	-6	0	4	2	94	6	1
CCOC(=O)C1=C(O)C(=O)N(Cc2cccnc2)C1c1ccc(C)cc1 (configuration not stated)	107	0.94	0.64	-28	-2	-8	-3	106	28	1
Cc1nnc(-c2cccc(Br)c2)c2cn(-c3ccc(Br)cc3)nc12	84	0.98	-0.2	-15	-1	0	24	100	15	1
COc1cc(OC)cc(C(=O)N[C@H](C(=O)OCC(=O)Nc2ccc(C(N)=O)cc2)C(C)C)c1	101	1.4	·	16	-3	5	-1	96	-16	1

2 compounds drawn at random from those above:
molecule	STAT3 act	NF-kB neuron act	ROMK mod	APP 5'UTR act	FLuc inhib CS	STAT1 inh	STAT3 inh	STAT1 activator	APP transl inh	FLuc stim CS
Cc1ccc(S(=O)(=O)c2nc(S(C)(=O)=O)sc2NCc2ccc3c(c2)OCO3)cc1	108	0.78	·	5	-5	12	-15	90	-5	1
CC1(C)NC(=O)N(CCCCOc2ccc3ccccc3c2Cl)C1=O	123	1.4	-0.078	·	-2	-8	-27	107	·	1

Remaining list, next part:
molecule	STAT3 act	NF-kB neuron act	ROMK mod	APP 5'UTR act	FLuc inhib CS	STAT1 inh	STAT3 inh	STAT1 activator	APP transl inh	FLuc stim CS
N=c1c(C(=O)NCc2ccc(F)cc2)cc2c(=O)n3ccccc3nc2n1CCCN1CCOCC1	98	0.62	-2.5	-11	-10	-1	7	99	11	1.1
CCOC(=O)N1CCN(c2ccc3nnnn3n2)CC1	93	1	·	7	-4	9	14	92	-7	1
CC1(C)Cc2c(sc3nc[nH]c(=O)c23)CO1	106	1	0.21	14	-7	-1	-6	102	-14	1.1
COc1cccc(-c2csc(N3CCN(S(=O)(=O)c4ccc(F)cc4)CC3)n2)c1	101	0.9	0.11	-3	-7	-7	3	108	4	1.1
COCCNC(=O)C(=O)N/N=C(\C)CC(=O)Nc1cccnc1	90	1.1	0.84	26	-2	2	15	96	-26	1
CC(C)N1CCN(Cc2ccc(C#CCCO)cc2)CC1CCO (configuration not stated)	103	1.1	-0.016	10	-7	3	2	97	-10	1.1
O=C(Nc1ccc(Cl)cc1)N1CCSc2ccccc21	92	1.2	·	8	0	-10	13	109	-8	1
O=C(C1CCN(Cc2ccc(OCc3ccccc3)cc2)CC1)N1CCCC1	103	1.2	·	-14	2	-3	3	104	14	1

Next section.
molecule	STAT3 act	NF-kB neuron act	ROMK mod	APP 5'UTR act	FLuc inhib CS	STAT1 inh	STAT3 inh	STAT1 activator	APP transl inh	FLuc stim CS
CCC(=O)c1ccc(N2CCN(C(=O)COc3ccc(F)cc3)CC2)c(F)c1	88	0.85	-1.8	2	0	7	19	94	-2	1
O=C(NC1=NCCS1)c1cc2ccccc2o1	50	4.8*	·	127	86*	4	64*	96	-127	0.1
Cc1ccc(-n2c(-c3cccc(C)c3)n[nH]c2=S)cc1	97	1.3	·	30	2	8	5	93	-30	1
COc1ccc(S(=O)(=O)N(C(=O)c2ccncc2)c2ccc(OC(=O)c3ccncc3)cc2)cc1	107	·	0.97	13	-8	6	-1	95	-13	1.1
